Screens: PubChem, National Center for Advancing Translational Sciences (NCATS)
D2 antag: antagonists of human D2 dopamine receptor; hit rate 2% among 340,000; AID 485344; inhibition, % at 10 µM; HEK293 TREx D2 cells, calcium flux, dopamine EC80; P14416; in the data active = inhibition above about 30%; also: 0% is about no effect
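Overnight-induced (tetracycline, 30 C) HEK293 T-REx cells carrying force-coupled D2 receive a no-wash calcium dye, then compound, then EC80 dopamine at 180 s; signals are read kinetically throughout.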
rTrxR1 inhibitor: blocks rat thioredoxin reductase 1; recombinant rTrxR1, NADPH fluorescence consumption, selenite substrate; Potency, µM (series often up to 114 µM), inactives show at the highest dose activity change, negative = inhibition, most hits filed as inhibitors; hit rate 1% among 390,000; also: potency is read from the fitted curve at half-maximal effect; % is scaled to controls: 0 for no effect and ±100 for the full control effect; nearly all actives have a fitted effect of over 65% in size
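Rat TrxR1 (90 nM in the dispensed reagent) was pre-reduced with 400 uM NADPH for 5 min at room temperature, then incubated with compound for 15 min. After 400 uM selenite was added, NADPH fluorescence (Ex 340/Em 450 nm) was followed for 8 min.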
D2 agonist: activates the human D2 dopamine receptor; P14416; HEK293 T-REx D2 cells, calcium flux agonist mode; activation, % at 2 µM; hit rate 0.53% among 340,000;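 active = activation over 3 SD above normal in the single-dose calcium agonist read, cut at about 30% in these data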; also: 0% is about no effect
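Agonism is scored from calcium flux in a force-coupled, inducible HEK293 cell line expressing D2, read kinetically for 180 s after compound addition against dopamine controls.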
TrxR1 substrate: rat thioredoxin reductase 1 substrate activity; Potency, µM (series often up to 114 µM), without a hit: top-dose activity change, negative = substrate turnover; O89049; hit rate 0.01% among 390,000; purified TrxR1 substrate turnover, NADPH consumption readout; also: potency is read from the fitted curve at half-maximal effect; % is scaled to controls: 0 for no effect and ±100 for the full control effect; nearly all actives have a fitted effect of over 50% in size
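Rat TrxR1, dispensed at 90 nM, was prereduced with 400 uM NADPH (final) for 5 min at ~22 deg C, then incubated with compound 15 min before 400 uM selenite. A first-read NADPH fluorescence drop versus no-compound background flagged substrates.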
TRHR enhancer: allosteric enhancers of human TRH receptor; P34981; TRHR cells, fluo-8 calcium fluorescence, EC20 TRH enhancement; enhancement, % at 2 µM; hit rate 0.66% among 360,000; AID 493056; in the data active = enhancement above about 30%; also: 0% is about no effect
Target sequence (P34981 whole entry, looked up): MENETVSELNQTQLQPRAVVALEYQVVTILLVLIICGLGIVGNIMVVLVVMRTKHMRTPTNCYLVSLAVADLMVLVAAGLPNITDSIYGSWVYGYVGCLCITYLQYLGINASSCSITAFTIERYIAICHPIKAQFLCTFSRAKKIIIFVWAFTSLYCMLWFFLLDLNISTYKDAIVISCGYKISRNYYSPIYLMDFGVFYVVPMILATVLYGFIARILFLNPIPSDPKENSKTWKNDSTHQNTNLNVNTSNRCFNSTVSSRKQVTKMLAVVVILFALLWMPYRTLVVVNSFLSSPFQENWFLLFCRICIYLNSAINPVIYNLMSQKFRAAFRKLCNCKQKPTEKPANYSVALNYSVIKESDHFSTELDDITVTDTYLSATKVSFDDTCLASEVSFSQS
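TRHR-expressing cells loaded with fluo-8 calcium dye were read kinetically (ex 480/em 530) during compound addition, then stimulated with an EC20 of TRH (10 nM final). Enhancement of the Gq-mediated intracellular calcium response was scored.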
IDH1 R132H inh: inhibitors of human mutant IDH1 R132H | hit rate 0.093% among 390,000 | Potency, µM (doses to about 76.6 µM), inactives show at the top dose activity change, negative = inhibition, most hits filed as inhibitors | IDH1-R132H enzyme, NADPH consumption, diaphorase/resazurin fluorescence | AID 602179 | O75874; also: potency is read from the fitted curve at half-maximal effect; % is scaled to controls: 0 for no effect and ±100 for the full control effect; nearly all actives have a fitted effect of over 65% in size
Target sequence (O75874 whole entry R132H, stated change not applied): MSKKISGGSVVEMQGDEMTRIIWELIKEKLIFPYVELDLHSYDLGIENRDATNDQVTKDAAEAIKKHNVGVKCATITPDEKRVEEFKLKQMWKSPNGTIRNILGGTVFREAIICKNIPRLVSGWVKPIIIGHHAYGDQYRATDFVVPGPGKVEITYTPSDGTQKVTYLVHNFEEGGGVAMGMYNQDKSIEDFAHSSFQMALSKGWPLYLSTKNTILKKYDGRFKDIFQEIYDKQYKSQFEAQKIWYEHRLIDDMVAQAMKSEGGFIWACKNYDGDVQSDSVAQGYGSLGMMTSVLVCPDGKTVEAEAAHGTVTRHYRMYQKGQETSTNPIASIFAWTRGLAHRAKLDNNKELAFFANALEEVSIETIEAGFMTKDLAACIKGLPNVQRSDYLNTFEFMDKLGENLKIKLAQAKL
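IDH1-R132H (0.5 ug/mL) preincubated 30 min with compound, then NADPH (0.016 mM) and alpha-KG (2 mM) added; 80 min at RT, pH 7.5. Remaining NADPH coupled via diaphorase/resazurin to fluorescence (540/590 nm); concentration-response curves normalized to no-enzyme control.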
PI4K2A block: inhibitors of human PI4K2A; purified PI4K2A, ADP-Glo luminescence, 1 h; active compounds read low; activity change, negative = inhibition, % at 76.9 µM; hit rate 0.13% among 420,000; in the data active = activity change below about -50%; inconclusive = mostly about -30% to -49%;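 also: -100% = wells without enzyme as full effect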
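ADP-Glo luminescence measured ADP generated by PI4K2A enzyme (4 ug/mL before mixing) with 1.2 mM PI substrate (pre-mix) and 300 microM ATP (pre-mix). Tris pH7.5 buffer with MgCl2, Triton X-100; 1 h reaction at ambient temperature.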
TRHR ag: TRH receptor (human) agonism; P34981; TRHR cells, calcium flux fluo-8, FDSS agonist mode; activation, % at 2 µM; hit rate 0.18% among 360,000; in the data active = activation above about 30%; also: 0% is about no effect
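TRHR-expressing cells, plated overnight in medium with 10% serum, were loaded with fluo-8 calcium dye at room temperature. After a 10 s baseline, library compound was pin-added and calcium release was recorded kinetically (ex 480/em 530) as agonist response.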
USP1-UAF1 inh: blocks the human USP1/UAF1 deubiquitinase complex; O94782; recombinant USP1/UAF1, Ub-Rhodamine cleavage fluorescence; AID 743255; Potency, µM (highest dose often 57.1 µM), inactives show top-dose activity change, negative = inhibition, usual class: inhibitors; hit rate 0.23% among 390,000; also: potency is read from the fitted curve at half-maximal effect; % is scaled to controls: 0 for no effect and ±100 for the full control effect; nearly all actives have a fitted effect of over 60% in size; inactives centre near -12
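USP1/UAF1 complex (1 nM) preincubated 15 min at room temperature with compound, then Ub-Rho substrate (150 nM final) added. Kinetic fluorescence at 480/540 nm over 6 reads at 60 s intervals; 50 mM HEPES pH 7.8, 0.5 mM EDTA, 0.1 mg/ml BSA, 1 mM TCEP, 0.01% Tween-20.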
* = called active by the depositor; u = inconclusive; x = no result given; & = joins results of further samples; [ ] = dose if it differs, or a comment. Unless noted, calls follow the shape of the dose curve; as a rule, active = well fitted inhibition curve with a large enough effect; inconclusive = small, poorly fitted or top-dose-only effect; inactive = no such curve, though single readings can be large or run the other way.

SMILES	D2 antag	rTrxR1 inhibitor	D2 agonist	TrxR1 substrate	TRHR enhancer	IDH1 R132H inh	PI4K2A block	TRHR ag	USP1-UAF1 inh
CN(c1ccccc1C(=O)Nc1ccc(F)c(Cl)c1)S(C)(=O)=O	20.5	0.3%	-0.1	-1.3%	-3.4	0.4%	1.3	-0.1	-19.3%
COc1ccc(C2CC(c3c(O)n(C4CCCCC4)c(=O)[nH]c3=O)=Nc3ccccc3S2)cc1 (stereo unspecified)	x	14.9%	-1.4	-6.6%	-4.4	x	0.2	0.3	-17.5%
S=C(Nc1ccc(Br)cc1)N1CCN(C2CCCCC2)CC1	-9.3	5.3%[57.1 µM]	0.4	5.0%[57.1 µM]	4.4	4.9%	10.9	0.0	-8.8%
Cc1cccc2cc(/C=N/NC(=O)c3ccccc3O)c(Cl)nc12	-6.9	-0.5%	14.3	2.0%	-2.8	7.5%	-1.3	0.5	-16.5%
CCc1nn(CC(=O)NCC(C)c2ccccc2)c(=O)c2cc3c(OC)cccc3n12 (stereo unspecified)	x	7.0%	-0.5	10.2%	8.9	17.5%	-0.4	-0.2	-26.3%
COc1ccc(Nc2c3c(nc4ccccc24)CCCC3)cc1OC	10.1	24.8%	0.7	11.7%[57.1 µM]	-1.1	6.0%	-4.0	0.0	2.3%
COc1ccc(/C=C/C(=O)OCC(=O)N2CCCCCC2)cc1OC	x	-1.1%	x	17.5%	x	5.4%	-0.7	x	-24.5%
COc1ccc(CCNCc2ccc(OCC(=O)N3CCCCC3)c(OC)c2)cc1OC	x	18.1%	x	-5.3%[0.0914 µM]	-0.9	10.3%	-0.9	-1.7	-3.5%
O=C(Nc1c(C(=O)N2CCCCC2)cnn1-c1ccccc1)c1ccco1	-20.9	10.8%	0.3	8.7%	-0.3	5.0%	2.1	-0.8	-1.8%
CCN(CC)CCNC(=O)c1cc([N+](=O)[O-])c(N(C)C)cc1OC	94.1*	15.6%	-1.3	-1.4%	-0.7	6.0%	-5.4	-0.7	-7.2%
COc1ccc(-n2c(O)c(/C=C3\C=Nc4ccccc43)c(=O)[nH]c2=O)cc1	-2.3	-0.9%	0.6	-2.9%	6.5	-7.3%	-5.9	-0.1	-17.3%
Cc1c(Cl)cccc1NC(=O)CCN1C(=O)c2ccccc2Sc2ncccc21	x	-17.5%	0.2	-3.1%	0.1	6.5%	-4.4	-0.2	-12.6%
Nc1nc2c3ccccc3nc(C3CC3)n2n1	-19.8	40.5%[activator]	0.9	19.1%[57.1 µM]	2.6	2.7%	-4.0	-0.1	1.2%
Cc1ccc(NC(=O)CCc2nc3ccccc3c(=O)[nH]2)cc1S(=O)(=O)N1CCOCC1	-14.1	-42.4%[57.1 µM]	-1.0	15.7%[57.1 µM]	9.5	-1.5%	-0.7	-0.1	-18.8%
COc1ccccc1C(=O)NCCC(=O)NCCc1ccccc1	11.1	-14.3%	0.8	-9.1%	-20.9	2.2%	0.0	1.6	0.7%

The last two compounds of the section above lead into the next:
SMILES	D2 antag	rTrxR1 inhibitor	D2 agonist	TrxR1 substrate	TRHR enhancer	IDH1 R132H inh	PI4K2A block	TRHR ag	USP1-UAF1 inh
Cc1ccc(NC(=O)CCc2nc3ccccc3c(=O)[nH]2)cc1S(=O)(=O)N1CCOCC1	-14.1	-42.4%[57.1 µM]	-1.0	15.7%[57.1 µM]	9.5	-1.5%	-0.7	-0.1	-18.8%
COc1ccccc1C(=O)NCCC(=O)NCCc1ccccc1	11.1	-14.3%	0.8	-9.1%	-20.9	2.2%	0.0	1.6	0.7%
CC1(C)Cc2nc3oc4c(=O)n(CC(=O)Nc5ccc(Cl)cc5)cnc4c3cc2CO1	-8.7	22.6%[57.1 µM]	0.9	3.7%[57.1 µM]	4.6	-6.6%	-1.4	0.5	u
CCS(=O)(=O)N1CCC(N2CCN(c3ccccc3)CC2)CC1	73.1*	18.6%	68.0*	2.5%	-6.0	-17.7%	2.6	0.1	-15.2%
CCOc1ccc(N(C(=O)c2ccc(Cl)cc2)S(=O)(=O)c2ccc3c(c2)n(C)c(=O)n3C)cc1	x	u	x	-10.6%	4.1	x	-0.8	0.3	-15.8%
CCOC(=O)c1c(N)sc2c1CCC1C(=O)N(C3CCCCC3)C(=O)C21 (stereo unspecified)	-2.2	-3.3%[57.1 µM]	-0.2	6.6%[57.1 µM]	2.7	0.9%	3.2	4.6	-11.0%
C=CCn1c(CCCNC(=O)c2ccccc2OC)nc2ccccc21	-3.4	13.9%	-0.6	-2.4%	-5.7	-9.9%	6.6	-0.2	-20.8%
COc1ccc(-n2nc(C(=O)NCC(=O)NCc3ccco3)c3ccccc3c2=O)cc1Cl	-14.2	-10.9%[57.1 µM]	0.0	-1.2%[57.1 µM]	1.1	-1.9%	-0.2	0.0	-21.0%
COc1cc(C=C(C(C)=O)C(C)=O)ccc1O	13.3	u	0.8	-20.0%	-5.4	1.4%	-11.5	0.6	-13.1%
O=C(Cn1nnc(-c2ccc3c(c2)OCO3)n1)N1CCOCC1	-1.4	6.1%[57.1 µM]	0.3	-4.7%	2.4	-5.0%	5.2	0.3	-0.6%
COc1cc(-c2nnn(CC(=O)NCc3ccccc3)n2)cc(OC)c1OC	-2.0	-1.3%[57.1 µM]	1.2&-0.8	3.5%[57.1 µM]	4.2&1.0	-7.2%	-2.9&3.2	0.3&-0.5	2.4%&-21.7%
CCCN1C(=O)C(O)(CC(=O)c2ccc(OC)c(OC)c2)c2ccccc21 (stereo unspecified)	x	16.4%	-2.1	3.5%	4.1	15.2%	-2.9	-0.8	-18.7%
CC(=O)OC1CCC2(C)C(=CCC3C4CC(=O)N(O)C(=O)C4(C)CCC32)C1 (stereo unspecified)	x	7.5%	x	-1.1%	x	0.0%	-6.6	x	0.2%
COC(=O)c1sc2nc(-c3ccco3)ccc2c1N	-4.5	u	-0.7	-9.2%	12.3	1.2%	-4.9	-0.1	-10.0%
O=C1NCCN1C(=O)c1cccc(Cl)c1	10.1	14.0%[57.1 µM]	2.6	1.3%	-1.2	9.7%	7.8	-0.3	-20.3%
N#CCc1ccc(NC(=O)c2ccc(S(=O)(=O)N3CCOCC3)cc2)cc1	-23.7	10.5%	0.9	4.3%	-1.3	3.9%	2.1	1.0	-15.4%
Cc1ccc(S(=O)(=O)N/N=C/c2ccc(OCC(=O)N3CCOCC3)cc2)cc1	12.2	1.6%[57.1 µM]	0.2	7.2%[57.1 µM]	1.2	2.8%	-3.3	0.1	-0.7%
O=C(NC(=S)Nc1cnc2ccccc2c1)c1ccccc1	-4.5	u	-0.2	7.5%	-3.0	0.7%	2.9	1.4	-22.6%
Cc1ccc(CCNC(=O)C2CCCN2S(=O)(=O)c2ccc3c(c2)CCC(=O)N3)cc1 (stereo unspecified)	-4.0	10.5%[57.1 µM]	0.1	7.7%	-5.2	24.2%	-7.4	0.0	-11.3%
O=C(Cc1ncon1)Nc1ccc(F)c(F)c1F	-17.4	13.7%	-1.6	2.1%	-9.0	-0.2%	-3.4	-1.2	-9.8%
COc1ccc(/C=C(/NC(=O)c2cccc([N+](=O)[O-])c2)C(=O)O)cc1	-3.1	-3.8%	0.3	-2.5%	-4.4	0.2%	2.4	-0.8	0.2%
CCN1C(=O)N[C@@H](c2cccs2)C(C(=O)OC)=C1C	x	15.0%	x	-3.4%	x	-10.7%	4.4	x	-5.3%
O=C(CSc1ccc(-c2ccc3c(c2)OCO3)nn1)Nc1nccs1	-3.9	-10.5%	0.1	-0.3%[57.1 µM]	0.9	2.2%	2.6	-0.4	-9.7%
O=C(Nc1ccc(Br)cc1)c1cc2nc(-c3ccccc3)cc(-c3ccccc3)n2n1	x	-10.1%	1.5	7.7%	-4.6	-7.7%	-4.5	-0.5	-8.9%
CCOc1ccc2[nH]c3c(N4CCN(c5ccccn5)CC4)ncnc3c2c1	-7.9	-2.1%	1.5	21.3%	-1.5	8.6%	1.2	-2.9	-5.6%
CCc1ccc(NC(=O)C(C)OC(=O)c2ccc(-n3cnnn3)cc2)cc1 (stereo unspecified)	x	21.9%	x	3.0%	14.2	-6.9%	-1.5	0.3	-13.4%
Cc1ccc2c(NC(=O)c3ccc(Br)o3)cccc2n1	-14.4	u	1.1	-12.3%	7.2	-7.7%	1.1	0.2	-9.0%
O=C(NC1CCCC1)c1cccc(S(=O)(=O)N2CCOCC2)c1	-8.1	12.9%	0.3	-0.3%	3.8	-0.3%	3.9	0.6	-10.9%
CC1(C)Cc2ccccc2-c2nnc(-c3ccco3)n21	-3.5	11.0%[57.1 µM]	2.2	22.2%[57.1 µM]	3.5	6.2%	-1.8	-0.7	-13.2%
O=C(Nc1ccnn1C1CCN(Cc2cccc(OCCO)c2)CC1)C1CCCC1	-0.9	9.5%	0.9	3.3%	1.4	-1.3%	-2.1	0.6	-19.8%
CCN1CCN(c2ccc(NS(=O)(=O)c3c(C)nc4sccn4c3=O)cc2Cl)CC1	x	8.5%	-0.3	23.1%	-0.3	-6.5%	-2.6	1.7	-11.3%
COc1ccc(-c2sc(Nc3ccccc3)n[n+]2-c2ccc(F)cc2)c(OC)c1OC	-10.7	11.8%[57.1 µM]	0.6	-4.6%	2.6	-8.9%	-3.2	-0.5	-17.9%
COCCNC(=O)c1onc(CSc2ccncc2)c1C(=O)NCCOC	6.2	6.6%	0.2	3.4%	2.0	12.0%	-0.1	0.0	u
Cc1ccc(Cc2nc3ccccc3nc2SCC(=O)N2CCCc3ccccc32)cc1	x	13.9%[57.1 µM]	0.5	1.6%[57.1 µM]	-6.3	-9.9%	4.4	0.3	-8.7%
CCOC(=O)C1CCN(C(=O)CCc2ccc(S(=O)(=O)NCC(C)C)cc2)CC1	x	15.9%	x	4.6%	1.2	10.3%	3.2	-0.2	-11.6%
O=C(Nc1ccccn1)c1ccc(Cl)c([N+](=O)[O-])c1	-7.6	-17.7%	0.1	0.2%	-3.2	3.0%	-7.4	0.2	-18.5%
O=C1N2CCSC2=NC1(Nc1ccccn1)C(F)(F)F (stereo unspecified)	x	3.8%[57.1 µM]	x	8.8%	-4.9	6.7%	-8.2	0.5	-11.4%
